PME-1 inh: blocks human protein phosphatase methylesterase 1; Q9Y570; recombinant PME-1, FP-Rh probe fluorescence polarization; inhibition, % at 5.9 µM; 320,000 compounds, 0.53% hits; AID 2130;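 active = inhibition above the campaign mean of all compounds plus 3 SD, cut at about 26% in these data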;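 also: competitive labeling of PME-1 active site by serine hydrolase directed probe; 0% = PME-1 with DMSO and 100% = wells lacking PME-1 enzyme; inhibitors block probe labeling so polarization falls and inhibition rises; many of its hits are not listed in these tables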
Fam108B inh: blocks mouse Fam108B hydrolase in RBBP9 counter-screen. AID 1947. 300,000 compounds, 0.33% hits. recombinant Fam108B, FP-Rh probe fluorescence polarization. inhibition, % at 9.51 µM;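 active = inhibition above the screen mean inhibition plus 3 SD, computed separately per campaign, cut at about 18% in these data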;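 also: inhibitors lower polarization as less probe binds the enzyme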
MCL1-BIM inh: inhibitors of human MCL1 binding to BIM-BH3 peptide | Q07820 | GST-MCL1 / FITC-Bim-BH3 fluorescence polarization | inhibition, % at 10.9 µM | 320,000 compounds, 0.68% hits | AID 2057;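 active = inhibition above the mean inhibition of all tested compounds plus 3 SD, set per campaign, cut at about 40% in these data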;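 also: 0% = DMSO wells and 100% = unlabeled Bim-BH3 peptide control; higher means more loss of mP so more displacement of Bim peptide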
AHR activator: activates the human aryl hydrocarbon receptor | P35869 | AHR-responsive luciferase reporter cells, luminescence | 320,000 compounds, 2.5% hits | activation, % at 5 µM; in the data active = activation above about 47%;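 also: 0% = vehicle wells and 100% = reference agonist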
PAFAH1B2 FP inh: inhibitors of human PAFAH1B2 | AID 492953 | 340,000 compounds, 1.2% hits | P68402 | inhibition, % at 3.39 µM | recombinant PAFAH1B2, FP-rhodamine activity probe, fluorescence polarization;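 active = inhibition above the mean of all tested compounds plus 3 SD, cut at about 24% in these data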;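 also: 0% = enzyme with DMSO and 100% = wells lacking PAFAH1B2; many of its hits are not listed in these tables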
Target sequence (P68402 whole entry, looked up): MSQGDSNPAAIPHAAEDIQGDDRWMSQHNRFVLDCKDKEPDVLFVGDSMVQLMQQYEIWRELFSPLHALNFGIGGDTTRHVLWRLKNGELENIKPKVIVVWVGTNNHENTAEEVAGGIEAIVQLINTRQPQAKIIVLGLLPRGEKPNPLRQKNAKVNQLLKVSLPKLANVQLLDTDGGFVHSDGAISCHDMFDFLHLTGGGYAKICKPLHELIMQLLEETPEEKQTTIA
MEX-5 binding: C. elegans MEX-5 TCR-2 RNA binding activity | AID 1832 | 300,000 compounds, 0.38% hits | Q9XUB2 | MEX-5/FITC-TCR2 RNA binding, fluorescence polarization; hits give low values | activity score (negative = inhibition of binding), % at 10 µM;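 active = inhibition past about -25% in most replicates, and total fluorescence under double the plate's negative control median, limit read from the data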;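 also: 0% = DMSO and -100% = 5 µM competing unlabeled TCR2 RNA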
Target sequence (Q9XUB2 whole entry, looked up): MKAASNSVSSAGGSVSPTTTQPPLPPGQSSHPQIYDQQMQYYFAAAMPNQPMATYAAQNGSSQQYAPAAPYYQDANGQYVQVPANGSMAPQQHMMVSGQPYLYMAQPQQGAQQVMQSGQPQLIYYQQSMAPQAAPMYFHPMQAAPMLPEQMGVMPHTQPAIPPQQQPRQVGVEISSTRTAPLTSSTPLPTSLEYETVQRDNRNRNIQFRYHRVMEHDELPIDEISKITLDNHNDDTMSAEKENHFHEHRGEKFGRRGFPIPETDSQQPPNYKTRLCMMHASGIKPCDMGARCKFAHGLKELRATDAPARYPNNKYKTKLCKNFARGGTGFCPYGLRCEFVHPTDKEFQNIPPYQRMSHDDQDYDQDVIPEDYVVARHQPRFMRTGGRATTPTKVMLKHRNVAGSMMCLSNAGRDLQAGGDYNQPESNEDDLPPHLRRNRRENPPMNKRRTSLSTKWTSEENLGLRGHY
pPAFAH inh: inhibitors of human plasma PAF acetylhydrolase (pPAFAH). 330,000 compounds, 1.5% hits. recombinant pPAFAH, FP-rhodamine probe fluorescence polarization. AID 463082. inhibition, % at 3.39 µM;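 active = inhibition above the mean inhibition across the screen plus 3 SD, cut at about 25% in these data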;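 also: inhibitors block binding of the rhodamine activity-based probe so polarization drops; 0% = enzyme with DMSO and 100% = wells lacking pPAFAH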
GLD-1 TGE inh: GLD-1-TGE RNA interaction inhibition (C. elegans); purified GLD-1 + fluorescein TGE RNA, fluorescence polarization; inhibition, % at 5.96 µM; 320,000 compounds, 0.44% hits;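 active = percent inhibition above a per-plate cutoff, the plate mean of test compounds plus 3 SD, cut at about 30% in these data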;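 also: 0% = DMSO wells with GLD-1 and probe and 100% = wells lacking GLD-1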
Bcl-xL primary: Bcl-xL (human) inhibition. GST-Bcl-xL / FITC-Bim BH3 peptide fluorescence polarization. 320,000 compounds, 0.7% hits. inhibition, % at 10.9 µM. Q07817. AID 2129;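 active = inhibition above the mean of all tested compounds plus 3 SD, cutoff set per campaign, cut at about 30% in these data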;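 also: 0% = DMSO wells and 100% = unlabeled Bim-BH3 peptide competitor; inhibitors lower millipolarization by displacing the labeled peptide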
Target sequence (Q07817 whole entry, looked up): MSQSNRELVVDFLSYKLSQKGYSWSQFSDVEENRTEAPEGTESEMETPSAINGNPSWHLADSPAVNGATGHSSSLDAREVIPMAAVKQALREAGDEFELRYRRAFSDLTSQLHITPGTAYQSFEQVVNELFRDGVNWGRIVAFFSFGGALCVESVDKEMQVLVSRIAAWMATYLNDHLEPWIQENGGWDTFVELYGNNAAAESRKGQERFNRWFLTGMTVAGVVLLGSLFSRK
* = called active by the depositor; x = not tested or not shown. The list is partial. The share of hits here may be higher or lower than overall.

SMILES	PME-1 inh	Fam108B inh	MCL1-BIM inh	AHR activator	PAFAH1B2 FP inh	MEX-5 binding	pPAFAH inh	GLD-1 TGE inh	Bcl-xL primary
CCCN(C(=O)CSc1nnc2ccccn12)C1CCS(=O)(=O)C1 (stereo not given)	3	x	5	1	-2	x	1	3	1
O=C(/C=C/c1ccco1)N1CCN(S(=O)(=O)c2ccc(F)c(F)c2F)CC1	0	-1	2	2	1	-1.8	10	0	-3
Cc1ccnc(NS(=O)(=O)c2ccc(NC(=O)/C=C/c3ccccc3)cc2)n1	-17	-1	-3	-1	2	-1.6	0	-1	6
CCC/C(=N/NC(=O)c1ccccc1Cl)c1ccccc1	-9	-4	-17	8	6	1.3	-7	0	-13
CCN(C(=O)COc1cccc2cccnc12)C1CCS(=O)(=O)C1 (stereo not given)	-3	-1	4	4	6	-3.4	-1	7	5
Nc1ncnc2sc3c(c12)CCNC3	5	8	7	11	2	-4.9	0	-11	8
CCOC(=O)C(NC=O)(NC(C)(C)C)C(=O)OCC	-1	5	7	0	3	0.9	7	-2	3
Cc1ccccc1NS(=O)(=O)c1cccc2nonc12	1	-3	9	12	2	-1.2	11	4	2
COc1ccc2c(c1)C1=NN(/C(C)=C/C(C)=O)C(c3cccc(F)c3)C1CC2 (stereo not given)	3	-1	-13	97*	-1	2.8	10	-1	1
Cc1cc(C)n(/C(=C/N(C)C)C(=O)c2ccccc2)n1	-4	-1	1	-2	4	0.8	-2	-1	4
Fc1ccccc1-c1nc(NCCCN2CCOCC2)c2ccccc2n1	7	0	7	0	-5	-1.6	-3	5	5
COc1ccc(CCNC(=O)Cn2c(=O)oc3ccccc32)cc1OC	-3	3	-10	-1	0	-4.0	5	6	8
CCCCSC1=N/C(=C/c2ccsc2)C(=O)N1c1ccccc1	-12	-3	-2	16	-1	-3.2	6	-1	-1
Cc1nonc1NC(=O)CSc1ccc(-c2ccccc2)nn1	-3	0	-6	-4	-1	-1.2	3	0	0
O=C(COC(=O)CCc1ccccc1)Nc1cc(S(=O)(=O)N2CCOCC2)ccc1N1CCCC1	-3	0	4	5	2	-2.6	15	5	2
Cc1ccc(C(=O)Nc2cccnc2)cc1S(=O)(=O)N1CCCC1	5	-4	4	54*	1	1.0	3	5	4
COc1cccc(C2CC(c3c(Cl)cccc3Cl)n3nc(N)nc3N2)c1 (stereo not given)	0	1	-2	-3	-3	-1.9	-1	3	2
Cc1ccc(-c2cn3nc(C)c(C)nc3n2)cc1	-6	2	11	-5	-4	x	3	10	12
Cc1nc(NS(=O)(=O)c2ccccc2)sc1C(=O)N/N=C/c1ccccc1	-5	1	4	2	12	1.7	10	2	-1
O=C(O)c1ccc(N=C2NC(=O)C(CO)(CO)S2)cc1	2	-1	9	0	-1	-0.1	3	0	5
Cn1c(Cn2c(=O)sc3ccccc32)nnc1SCC(=O)Nc1ccc(F)cc1	3	2	-3	2	3	2.9	-1	5	-2
CCn1c(Cn2nnc(-c3ccccc3)n2)nnc1SCC(=O)Nc1cccc(C(C)=O)c1	9	3	0	0	7	-1.0	2	2	4
OCCN1CCN(CCCc2c3c(cc4c2CCC4)CCC3)CC1	-5	1	-3	1	-2	2.6	-3	6	2
Cc1cccc(N2CCN(C(=O)c3ccc(NC(=O)C4CCCO4)cc3)CC2C)c1 (stereo not given)	-5	-5	4	-2	-7	0.1	8	5	1
O=C(C1COc2ccccc2O1)N1CCc2ccccc21 (stereo not given)	-2	0	13	2	-5	0.4	4	2	2
CCOC(=O)N1CCN(S(=O)(=O)c2ccc(C(=O)Nc3nc4ccc(F)cc4s3)cc2)CC1	-5	-8	10	1	2	1.7	-1	4	5
O=C(NCCc1ccc(Cl)cc1)C1CCN(S(=O)(=O)c2ccc(Br)s2)CC1	9	6	-1	1	16	0.0	5	5	4
CN1CCN(C(=O)/C(=C/c2cn(S(=O)(=O)N(C)C)c3ccccc23)NC(=O)c2ccccc2Cl)CC1	1	0	11	2	5	-0.2	-4	4	6
CCC(=O)N1CCN=C1SCc1ccc(F)cc1	-5	-1	-4	-3	0	x	2	3	-2
CCN(CC)S(=O)(=O)c1ccc(Cl)c(C(=O)OC2CC(C)OC2=O)c1 (stereo not given)	-1	-2	-2	1	2	-1.0	4	1	-2
COc1ccc(NC(=O)c2ccccc2Cl)cc1NC(=O)CN1CCOCC1	2	3	0	2	-6	-0.6	0	-4	1
COC(=O)CNC(=O)Cn1nc(C)c([N+](=O)[O-])c1C	-5	0	1	0	1	-0.1	5	-4	2
N#Cc1ccccc1Cn1c(=O)n(Cc2ccc(C(=O)NCc3ccco3)cc2)c(=O)c2sccc21	2	-3	8	-1	3	2.8	10	3	5
CC(NC(=S)Nc1ccccc1Cl)C(c1cccs1)N1CCCC1 (stereo not given)	-1	-1	14	-2	8	0.1	3	-3	3
CCOC(=O)c1cc(-c2ccc([N+](=O)[O-])cc2)nc2c1c(=O)[nH]c(=O)n2Cc1ccccc1	-5	-3	-1	0	6	-1.5	4	0	3
Cc1ccnc(NC(=O)C2CCN(S(=O)(=O)c3ccc(Cl)c(C(F)(F)F)c3)CC2)c1	4	3	-2	-6	-4	-0.3	2	4	2
Cc1nn(C)cc1S(=O)(=O)N1CCN(Cc2cccc(Cl)c2)CC1	-2	0	1	1	7	1.2	9	2	5
CC(=O)Nc1ccc(NC(=O)CN(c2cccc(C)c2)S(C)(=O)=O)cc1	0	3	12	-1	3	-2.3	2	3	6
COc1cc(NC(=O)CCC(=O)c2cccs2)cc(OC)c1	-4	0	-1	16	4	0.4	-1	-8	1
Cc1cc(C)n(C(=O)CN(C)S(=O)(=O)c2ccc([N+](=O)[O-])cc2)n1	-6	0	2	1	4	1.3	1	3	1
COc1ccc(C(=O)Nc2ccc3c(c2)nc(CCNC(C)=O)n3C)cc1	-6	-1	-4	1	-5	-0.1	-2	3	-1
C/C=N\NC(=O)COc1cc(C)ccc1C	-1	1	1	2	x	-0.4	5	2	-4
OCc1nc2ccccc2n1CC(O)Cn1ccc2ccccc21 (stereo not given)	3	4	-6	10	5	0.4	6	-8	-5
CCOC(=O)N1CCN(C(=O)CCCOc2ccccc2)CC1	4	2	7	6	3	0.3	-2	3	4
COc1ccc(C(=O)c2c[nH]c(C(=O)NCCCN3CCOCC3)c2)cc1	-2	-4	4	1	10	-1.5	3	-6	7
CCCNS(=O)(=O)c1cc(Cl)ccc1OC	-9	-2	-1	1	3	0.8	3	-3	5
COc1ccc(CCN(C)C2CCCN(S(=O)(=O)N(C)C)C2)cc1OC (stereo not given)	-2	-1	-6	0	4	-0.8	7	-2	-1
C=CCn1c(SCC(=O)N(CCOC)c2c(N)n(CC(C)C)c(=O)[nH]c2=O)nc2ccccc21	0	0	0	5	3	1.9	1	1	-1
CC(C)NC(=O)c1ccccc1NC(=O)/C=C/c1ccc([N+](=O)[O-])cc1	1	1	-3	0	3	-0.8	1	6	2
Cc1ccc(OCC(=O)Nc2nnc(S(=O)(=O)N3CCC(C)CC3)s2)cc1	-5	-2	6	4	22	1.5	15	-1	5
CCOC(=O)c1c(O)c2ccccc2n(-c2ccccc2)c1=O	-4	3	1	5	5	4.0	7	11	3
CCCCCC(=O)Nc1ccc(C(=O)COC(=O)Cn2cnc3c2c(=O)n(C)c(=O)n3C)cc1	0	2	1	0	1	-6.8	2	4	2
c1ccc2c(c1)CNC1(CCCCC1)C2	-4	7	0	0	4	0.1	1	8	0
CC1=CC2=NC(=O)/C(=C\c3cccn3CCOc3ccccc3)C(=N)N2O1	4	-6	0	15	-2	-4.7	-1	5	2
COCCN(Cc1ccccc1)C(=O)c1ccc2c(=O)n3c(nc2c1)CCC3	-6	1	2	-1	-3	0.9	4	-2	0
CC(=O)c1c(C)[nH]c(C(=O)OCC(=O)Nc2cc(Cl)ccc2[N+](=O)[O-])c1C	8	4	8	21	2	2.1	3	34*	2
CC1CCc2c(sc(NC(=O)CCCn3cnc([N+](=O)[O-])n3)c2C(N)=O)C1 (stereo not given)	1	0	0	6	7	1.7	5	-1	1
COc1ccc(-c2cc(C(=O)N3CCN(c4ccccc4)CC3)no2)cc1	1	1	12	3	5	0.0	1	-1	5
C/C(=N\N=C(/N)c1nonc1N)c1ccc2c(c1)OCO2	-2	-5	-1	6	5	-2.3	0	-6	-6
O=C(Nc1ccc2ccccc2c1)c1onc2c1CCCC2	-15	-9	7	0	-5	-2.5	-3	-3	5

Profiles from above. Screens in order: PME-1 inh	Fam108B inh	MCL1-BIM inh	AHR activator	PAFAH1B2 FP inh	MEX-5 binding	pPAFAH inh	GLD-1 TGE inh	Bcl-xL primary
Profile of O=C(Nc1ccc2ccccc2c1)c1onc2c1CCCC2 : -15	-9	7	0	-5	-2.5	-3	-3	5
Profile of CCOC(=O)N1CCN(C(=O)CCCOc2ccccc2)CC1 : 4	2	7	6	3	0.3	-2	3	4
Profile of CCCNS(=O)(=O)c1cc(Cl)ccc1OC : -9	-2	-1	1	3	0.8	3	-3	5

Later entries:
SMILES	PME-1 inh	Fam108B inh	MCL1-BIM inh	AHR activator	PAFAH1B2 FP inh	MEX-5 binding	pPAFAH inh	GLD-1 TGE inh	Bcl-xL primary
Cc1c(Cl)cccc1NC(=S)NNc1ncc(C(F)(F)F)cc1Cl	-8	5	13	4	3	0.8	2	7	6
O=C(CC1Sc2ncnn2C1=O)Nc1ccccc1 (stereo not given)	0	3	19	-1	6	4.7	-2	5	14
CCn1cc(C2=NOC(C(=O)Nc3ccc4c(c3)OCO4)C2)c(C)n1 (stereo not given)	0	1	12	-3	0	0.4	5	7	3
O=C(COc1ccc(S(=O)(=O)NC2CCCCC2)cc1)NCc1ccccn1	0	2	6	0	3	-3.7	12	2	4
Cc1ccc(-c2noc(CCC(=O)NC3CCCC3)n2)cc1	3	-5	-3	-2	3	-1.6	10	1	-1
COc1ccc(-c2nnc(SCC(=O)N3CCc4ccccc4C3)o2)cc1	3	-2	-2	4	-4	0.8	7	-1	-6
Nc1ncccc1OCc1ccc(Br)cc1	7	1	-2	6	11	0.1	0	-1	0
CCCCC(=O)NC(c1ccc(N(C)C)cc1)c1ccc2cccnc2c1O (stereo not given)	-3	4	13	2	5	-1.1	26*	13	6
CCOc1ccccc1C1C(C(=O)Nc2ccccc2OC)=C(C)Nc2nnnn21 (stereo not given)	2	-2	-1	21	2	0.6	0	1	1
CC(=O)N1CCOc2ccc(S(=O)(=O)N3CCC(C(=O)NCc4ccc(F)cc4)CC3)cc21	-4	0	1	-2	3	0.1	0	5	2
NS(=O)(=O)c1cc(C(=O)OCC(=O)Nc2ccc3[nH]c(=O)[nH]c3c2)ccc1Cl	-2	x	-19	12	-1	x	-2	2	-12
Cn1c(N)c(C(=O)COC(=O)Cc2ccsc2)c(=O)n(C)c1=O	-9	-1	1	20	-2	-1.9	-2	1	0
COC(=O)c1cc(C(=O)Nc2ccc(S(=O)(=O)NC(C)(C)C)cc2)cc([N+](=O)[O-])c1	-5	-1	-3	-1	6	1.3	5	-2	4
CC(C)(C)c1ccc(-c2noc(CNC(=O)c3ccco3)n2)cc1	5	-4	3	6	4	1.5	0	2	0
C=CCn1c(COc2ccc(Cl)cc2)nnc1SCC(=O)N/N=C/c1cccc(O)c1	-7	-6	-5	2	4	1.4	6	4	-4
Cc1cc(C)n2nc(CNS(=O)(=O)c3ccc(F)c(C)c3)nc2n1	3	-3	4	0	-3	0.6	4	3	0

Assay outcomes as filed in PubChem.
